# DT40 TDP1 CPT – DT40-hTDP1 cell growth loss with CPT | Potency, µM (doses to about 46.2 µM), for the others: top-dose activity change, negative = growth inhibition, most hits filed as inhibitors | 12% of 420,000 active | chicken DT40 Tdp1-/-;hTDP1 cells + 20 nM CPT, ATP luminescence, 48 h; note: nearly all actives have a fitted effect of over 55% in size
#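 Chicken DT40 Tdp1-/- cells complemented with human TDP1, 400 cells/well, exposed to compounds plus 20 nM camptothecin for at least 48 h at 37 C; viability read as ATP content by CellTiter-Glo luminescence.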
# TDP1 block – TDP1 (human) enzyme inhibition; AID 485290; recombinant TDP1, AlphaScreen DNA substrate cleavage; Potency, µM (series often up to 130 µM), for inactives: at the top dose activity change, negative = inhibition, usual class: inhibitors; Q9NUW8; 0.28% of 350,000 active; note: nearly all actives have a fitted effect of over 40% in size
# Target sequence (Q9NUW8 whole entry, looked up): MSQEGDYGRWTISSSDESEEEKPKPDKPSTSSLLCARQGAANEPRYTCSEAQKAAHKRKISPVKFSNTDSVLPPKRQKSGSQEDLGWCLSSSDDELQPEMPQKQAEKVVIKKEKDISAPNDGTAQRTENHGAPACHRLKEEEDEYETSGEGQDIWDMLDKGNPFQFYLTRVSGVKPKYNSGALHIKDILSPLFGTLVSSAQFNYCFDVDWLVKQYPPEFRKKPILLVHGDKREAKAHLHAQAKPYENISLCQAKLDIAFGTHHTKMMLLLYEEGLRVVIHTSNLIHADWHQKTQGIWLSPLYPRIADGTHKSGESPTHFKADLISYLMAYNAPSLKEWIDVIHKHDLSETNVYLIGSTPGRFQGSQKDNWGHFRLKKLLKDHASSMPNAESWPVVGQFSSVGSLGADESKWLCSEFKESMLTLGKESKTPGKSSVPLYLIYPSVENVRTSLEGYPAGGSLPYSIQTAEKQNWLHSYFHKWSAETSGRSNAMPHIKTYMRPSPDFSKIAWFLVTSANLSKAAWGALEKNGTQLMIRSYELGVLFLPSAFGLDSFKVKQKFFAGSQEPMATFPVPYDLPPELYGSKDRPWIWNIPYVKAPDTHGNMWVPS
#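 E. coli-derived human Tdp1, 1 nM final. Cpd preinc 15 min RT; substrate 15 nM final, 5 min RT; AS bead mix 10 ug/ml final, 10 min RT. Signal loss = tyrosine-FITC cleavage. No-enzyme wells = max signal.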
# TDP1 cell noCPT – qHTS for Inhibitors of human tyrosyl-DNA phosphodiesterase 1 (TDP1): qHTS in cells in absence of CPT. DT40 Tdp1-/- hTDP1 cells, no CPT, ATP luminescence, 48 h. Potency, µM (titrated, usually from 46.2 µM), for inactives: at the top dose activity change, negative = growth inhibition, actives largely listed as inhibitors. 15% of 420,000 active. AID 686978, 2013; note: nearly all actives have a fitted effect of over 55% in size
#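 Growth kinetics read by CellTiter-Glo luminescence after ≥48 hr at 37 °C. Cells: DT40 Tdp1-/- stably carrying human TDP1, 400 per well, compound exposure in the absence of CPT (DMSO vehicle).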
# * marks the source's active call; other numbers are inactive results; ? = inconclusive; . = not tested or not shown; & = joins results of further samples; [ ] = remark or other dose. Calls come from the whole dose curve; as a rule, active = well fitted curve in the direction sought with a large enough effect; inconclusive = small, poorly fitted or top-dose-only effect, or another doubt; inactive = no such curve, though single readings can be large; an effect the other way counts as inactive or inconclusive. % is set by controls: 0 for no effect and ±100 for the full control effect; potency is the fitted concentration of half-maximal effect.
cpd	canonical_smiles	TDP1 cell noCPT	TDP1 block	DT40 TDP1 CPT
1	C/C=C(\C)c1nnc(NC(=O)C(C)C)s1	-1%	3%	-5%
2	COC(=O)C(C)Sc1nc2ccsc2c(=O)n1Cc1ccccc1 (stereo not drawn)	-8%	-5%	4%
3	CCOc1cc(/C=N\Nc2nc(-c3ccc(C)cc3)c(NC(C)=O)s2)ccc1O	?	.	-48%
4	CCCCC(=O)N(c1ccc2oc(C)c(C(C)=O)c2c1)S(=O)(=O)c1ccc(F)cc1C	10µM*	0%	15µM*
5	CN(CCO)c1ccc([N+](=O)[O-])cc1C(=O)O	-3%	3%	-7%
6	CCOn1c(SCC)nc2ccccc2c1=O	-4%	-3%	-12%
7	Cc1cc(C)cc(NC(=O)CSc2nc3sc4c(c3c(=O)[nH]2)CCCC4)c1	-29%	2%	-21%
8	Cc1ccc(N(CC(=O)Nc2ccc(F)cc2)S(=O)(=O)N2CCCC2)cc1	-9%	-2%	-18%
9	O=C(CSc1ncccn1)NC(=O)Cc1ccccc1	0%	1%	0%
10	Cc1ccc(C)c(CSc2cn(CC(=O)N3CCCCCC3)c3ccccc23)c1	-8%	5%	-1%
11	CNc1ccc(C=O)cc1Cl	-3%	.	-1%
12	CCN(Cc1ccc(N(C)C)cc1)C(C)C(=O)Nc1ccc(S(=O)(=O)N2CCCC2)cc1 (stereo not drawn)	-1%	9%	-29%
13	O=C(COc1ccc2c3c(c(=O)oc2c1)CCC3)c1ccc2c(c1)OCO2	?	3%	?
14	CCc1ccc(-c2nc(CS(=O)CC(=O)NCc3ccc4c(c3)OCO4)c(C)o2)cc1 (stereo not drawn)	-28%	6%	-26%
15	Cc1ccc(S(=O)(=O)N(CC(=O)NCc2ccncc2)Cc2ccccc2F)cc1	?	.	0%
16	COc1cc(C2c3c(-c4cc(Cl)c(C)cc4O)n[nH]c3C(=O)N2Cc2cccnc2)ccc1O (stereo not drawn)	?	3%	-6%
17	CC1CCc2sc(C(=O)NNS(=O)(=O)c3ccc(F)c(F)c3F)cc2C1 (stereo not drawn)	?	-7%	?
18	CCOC(=O)C1CCN(C(=O)c2ccccc2N(C)S(C)(=O)=O)CC1	-10%	2%	-17%
19	COc1ccc(N2CCN(c3ccc([N+](=O)[O-])cc3Cl)CC2)cc1	?	6%	-9%
20	O=C(CCOc1ccccc1)Nc1cccc([N+](=O)[O-])c1	2%	-2%	-2%
21	CCN(CC)S(=O)(=O)c1cccc(C(=O)N/N=C/c2cc(OC)c(O)c(OC)c2)c1	?	-1%	-29%
22	O=C(c1ccc2ccccc2n1)N1CCN(c2ccccn2)CC1	?	5%	-12%
23	COc1ccc(OCC(=O)NCCCNC(=O)COc2ccc(OC)cc2)cc1	-9%	2%	-17%
24	CC(=O)Nc1cccc(NS(=O)(=O)c2c(C)noc2C)c1	-11%	0%	-15%
25	COc1cccc(CNC(=O)c2c(OC)cc(=O)n3c2CCN(C(=O)c2cc(F)cc(F)c2)CC3)c1	-14%	.	-7%
26	Cc1ncc(/C=C2\C(=O)Nc3ccccc32)[nH]1	?	8%	?
27	Cc1ccccc1Cn1nnc(-c2ccc(F)cc2)n1	24%	.	-25%
28	Cc1ccc(-c2cc(=O)[nH]c3ccccc23)cc1	7.3µM*	.	9.2µM*
29	Nc1[nH]ncc1N=Nc1ccc(Cl)cc1	-23%	12%	-3%
30	COc1ccccc1C1CCN(Cc2ccc(Cl)cc2Cl)CC1	13%	.	?
31	COc1ccc(NC(=O)CSc2nc3ccccc3c(=O)n2CCNC(C)=O)cc1	-14%	3%	-13%
32	NC(=O)CCc1c[nH]c2ccccc12	13%	-3%	6%
33	CC(=O)N1CCN(C(=O)c2cc(C)oc2C)CC1	14%	1%	-6%
34	CC(C)C[C@H](NC(=O)[C@H](Cc1ccccc1)n1c(=O)[nH]c2ccccc2c1=O)C(=O)N1CCC[C@H]1C(=O)O	-1%	.	11%
35	COc1ccc(S(=O)(=O)N2CCN(C(=O)c3oc4ccccc4c3C)CC2)cc1	-27%	2%	-29%
36	Cc1ccc(-n2nnnc2SCC(=O)N2CCCCC2)cc1	-16%	5%	-17%

# Screen by screen, as entered above.
# Entries 4–10 in TDP1 cell noCPT, in turn: 10µM*, -3%, -4%, -29%, -9%, 0%, -8%

# Next entries
cpd	canonical_smiles	TDP1 cell noCPT	TDP1 block	DT40 TDP1 CPT
37	COc1ccc(NC(=O)NCCn2nnc3cc(S(=O)(=O)N(C)C)ccc32)cc1	22%	4%	10%
38	O=C(CCN1CCOCC1)Nc1ccccc1	-8%	6%	0%
39	CC#CCN1C=C(C(=O)OCC)C(C)N(Cc2ccc(Br)cc2)S1(=O)=O (stereo not drawn)	23µM*	-9%[56.1 µM]	18µM*
40	CCn1c(C(=O)NCc2cccc(Br)c2)cc2oc3ccccc3c21	15µM*	6%	?
41	CCOc1ccccc1NC(=O)NC1(C(=O)NCc2cccnc2)CCCCC1	4%	8%	-2%
42	NS(=O)(=O)c1ccc(NC(=O)COC(=O)c2ccc([N+](=O)[O-])s2)cc1	16%	7%	-23%
43	CC(=O)c1cccn1S(=O)(=O)c1ccccc1	2%	.	-1%
44	CCC(C)NC(=O)Cc1c(OC)ccc2cc(Br)ccc12 (stereo not drawn)	?	5%	-4%
45	O=C(Oc1ccc2c3c(c(=O)oc2c1)CCCC3)c1cccs1	-2%	0%	-6%
46	COc1cccc(C2c3c(oc4ccccc4c3=O)C(=O)N2Cc2ccco2)c1 (stereo not drawn)	1%	.	4%
47	O=c1oc2cc(O)ccc2cc1-c1ccc(F)cc1	15µM*	.	21µM*
48	CNC(=O)COc1ccc(S(=O)(=O)N2CCCC2)cc1	?	2%	29µM*
49	CCOc1ccccc1CNC(=O)C1CCN(C(=O)N2CC(CC)Oc3ccc(C)cc32)CC1 (stereo not drawn)	18µM*	5%	13µM*
50	Cn1cnnc1Sc1ccc(/C=C(\CCC(=O)O)c2nc3ccccc3s2)cc1[N+](=O)[O-]	-12%	-6%	-6%
51	O=C(Nc1ccc(N2CCOCC2)c(Cl)c1)c1c(F)c(F)c(F)c(F)c1F	16µM*	9%	23µM*
52	COc1ccccc1NC(=O)Nc1nc(CC(=O)NC2CCCC2)cs1	16µM*	-3%	?
53	CCOC(=O)c1cccc(NC(=S)NCc2ccc(C)cc2)c1	-3%	4%	-4%
54	COc1ccc2[nH]cc(CCNc3ncncc3-c3cccc(NS(C)(=O)=O)c3)c2c1	?	.	?
55	O=C(O)CCNC(=O)COc1ccc2c3c(c(=O)oc2c1)CCCC3	13%	.	0%
56	Cc1cc(C(=O)CSc2nnc(-c3cccnc3)n2-c2ccccc2)c(C)n1CC1CCCO1 (stereo not drawn)	-7%	7%	-16%
57	CC(=O)c1cc2c(cc1NC(=O)CCc1c(C)nc3ncnn3c1C)OCO2	-5%	0%	-30%
58	C[C@H](O)Cc1cc2ccccc2c(=O)o1	4%	2%	-4%
59	Cn1c(SCC(=O)N2CCCC2=O)nnc1-c1ccccc1F	22%	0%	1%
60	O=C(O)CCCN1C(=O)c2ccccc2Sc2ncccc21	11%	.	-10%
61	Cc1cc(C)c(CN2CCN(C(=O)CC[C@H]3O[C@@H](n4cnc5c(NC(=O)c6ccccc6)ncnc54)[C@H](O)[C@@H]3O)CC2)c(C)c1	?	.	?
62	CCCCN(C)C(=O)c1coc(=O)c2ccccc12	-18%	0%	-2%
63	COc1cccc(OC)c1OCCCN1CCC(Cc2ccccc2)CC1	?	5%	?
64	CC(C)c1nnc(SCC(=O)Nc2ccc3c(c2)OCCO3)n1C	-3%	.	24%
65	CC(C)Cn1c(-c2ccco2)n[nH]c1=S	-4%	4%	-5%
66	CCC(C)c1ccc(S(=O)(=O)N2CCN(c3ccccn3)CC2)cc1 (stereo not drawn)	-24%	.	-12%
67	CCCCOc1ccc(C(=O)NCC(c2ccc(Cl)cc2)N2CCOCC2)cc1 (stereo not drawn)	21µM*	-2%	15µM*
68	CCOc1cc(N2CCOCC2)c(OCC)cc1NC(=O)Cn1nc(C)c([N+](=O)[O-])c1C	?	-8%[0.505 µM]	-9%
69	C=CCn1c(SCCCCCC)nc(O)cc1=O	-7%	-1%	1%
70	COc1ccc(-c2nsc(SCC(=O)Nc3ccc4c(c3)OCO4)n2)cc1	?	3%	?
71	Cc1ccccc1C(=O)NCC(c1ccc(N(C)C)cc1)N1CCCC1 (stereo not drawn)	-16%	6%	-2%
72	CC(C)NC(=O)C1(C)CN(S(C)(=O)=O)CC(=O)N1C1CCCCCC1 (stereo not drawn)	-21%	.	-17%
73	COc1ccc2c(c1)c1c(c(=O)n(-c3ccc(F)c(Cl)c3)c(=O)n1CC(N)=O)n2C	-9%	6%	-23%
74	Cc1cccc(N2CCN(C3CCCCC3NS(=O)(=O)c3ccccc3)CC2C)c1 (stereo not drawn)	?	7%	?
75	Cc1cc(C)cc(C(=O)n2nc(C)c(S(=O)(=O)N3CCCCCC3)c2C)c1	-9%	-8%	-11%
76	COC(=O)[C@@]12C[C@@H](CC(=O)N3CCN(C(=O)C4CC4)CC3)C(=O)N(Cc3cccc4ccccc34)C1=CCC(C)(C)C2	21µM*	.	?
77	CN(C)CCNC(=O)c1cccc(-c2cc(NC=O)c3ncc(-c4cccc(C(F)(F)F)c4)n3c2)c1	5.2µM*	.	3.3µM*
78	CS(=O)(=O)c1ccc(C(=O)OCC(=O)NC(=O)NC2CCCCC2)cc1[N+](=O)[O-]	4.5µM*	0%	2.8µM*
79	Cc1ccccc1NC(=O)Nc1cccs1	?	11%&-2%	?
80	CCn1c(SCC(=O)Nc2cc(C)on2)nnc1-c1c[nH]c2ccccc12	-22%	.	0%
81	O=C(Oc1ccc(/C=N/NC(=O)c2ccco2)cc1)c1ccccc1	-17%	-3%	3%
82	COC(=O)Cn1cc(/C=C/[N+](=O)[O-])c2ccccc21	15µM*	0%	10µM*
83	CN(C)c1nc(SCc2ccccc2)nc(N2CCOCC2)n1	?	1%	-23%
84	CN(c1ccccc1)S(=O)(=O)c1ccc(C(=O)NNC(=O)c2ccccc2)cc1	-24%	1%	-14%

# 5 structures already listed, arranged by SMILES length, falling.
cpd	canonical_smiles	TDP1 cell noCPT	TDP1 block	DT40 TDP1 CPT
73	COc1ccc2c(c1)c1c(c(=O)n(-c3ccc(F)c(Cl)c3)c(=O)n1CC(N)=O)n2C	-9%	6%	-23%
84	CN(c1ccccc1)S(=O)(=O)c1ccc(C(=O)NNC(=O)c2ccccc2)cc1	-24%	1%	-14%
75	Cc1cc(C)cc(C(=O)n2nc(C)c(S(=O)(=O)N3CCCCCC3)c2C)c1	-9%	-8%	-11%
74	Cc1cccc(N2CCN(C3CCCCC3NS(=O)(=O)c3ccccc3)CC2C)c1 (stereo not drawn)	?	7%	?
80	CCn1c(SCC(=O)Nc2cc(C)on2)nnc1-c1c[nH]c2ccccc12	-22%	.	0%

# Later entries:
cpd	canonical_smiles	TDP1 cell noCPT	TDP1 block	DT40 TDP1 CPT
85	CC(=O)C1=C(O)C(=O)N(c2ccc(Br)cc2)C1c1cccc(F)c1 (stereo not drawn)	?	.	-9%
86	O=C(NNC(=O)C1CCCCC1)c1ccncc1	1%	5%[0.0935 µM]	-13%
87	Cc1[nH]n(C(N)=S)c(=O)c1N=Nc1ccc2ccccc2c1	?	10%	?
88	CCN(CC(=O)Nc1c(F)cccc1F)C(=O)CCSc1ccc(F)cc1	-26%	-1%	-25%
89	CC1(C)CC(=O)C=C(NCC(=O)O)C1	0%	7%	6%
90	CCCCCN(C(=O)CCC(=O)OCC(=O)c1cccc(OC)c1)c1c(N)n(CCCC)c(=O)[nH]c1=O	16%	3%	10%
91	CC1=C(C)[N+](=O)C2(O)CCCCC2(C)N1[O-] (stereo not drawn)	1%	2%	1%
92	COc1ccc(CCC(=O)Nc2cc(S(=O)(=O)N3CCCCC3)ccc2N(C)C)cc1	?	1%[56.1 µM]	?
93	CC1CCN(C(=O)CSc2nnc3c(n2)[nH]c2ccccc23)CC1	?	.	-14%
94	Cc1cc(C)c2nc(-c3ccco3)cc(C(=O)O)c2c1	-19%	3.5µM*	6%
95	COCC1CCN(C(=O)C2CCC(=O)N(C3CCCC3)C2)CC1 (stereo not drawn)	5%	1%	1%
96	COc1ccc(C(CNC(=O)c2oc3cc(C)c(Cl)cc3c2C)N2CCCCC2)cc1 (stereo not drawn)	?	8%&7%	13µM*
97	Cc1ccc(NC(/C=C/N(C)C)=C/C(=O)C(F)(F)F)c(C)c1	16µM*	4%	16µM*
98	CCCNC(=O)C(Cc1ccc(F)cc1)NC(=O)c1ccc(C#N)cc1 (stereo not drawn)	-19%	1%	-19%
99	Cc1noc(NC(=O)c2ccccc2C(F)(F)F)c1C#N	8%	0%	-1%

# Two entries from above, reformatted.
[88] CCN(CC(=O)Nc1c(F)cccc1F)C(=O)CCSc1ccc(F)cc1
- TDP1 cell noCPT = -26%
- TDP1 block = -1%
- DT40 TDP1 CPT = -25%
[89] CC1(C)CC(=O)C=C(NCC(=O)O)C1
- TDP1 cell noCPT = 0%
- TDP1 block = 7%
- DT40 TDP1 CPT = 6%

# Compounds were not picked by outcome. About 18% of those tested had a hit in this group.
